Vif-A3G inh: Vif-A3G binding inhibition; Q9HC16; HeLa A3G-eYFP + Vif (tagged APOBEC3G with the HIV-1 protein that degrades it), YFP fluorescence, overnight; Potency, µM (series often up to 46.1 µM), for the others: at the top dose activity, negative = active, usual class: inhibitors; 410,000 tested, 0.076% active;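 further: on the % scale 0 is the no-effect control and ±100 the full control effect; nearly all actives have a fitted effect of over 60% in size; hits raise eYFP signal because A3G escapes Vif-driven loss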
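HeLa cells stably expressing Vif and C-terminally eYFP-tagged A3G, seeded overnight at 37 deg C, then exposed to compound by pintool overnight at 37 deg C. Rise in yellow fluorescence (Ex 488/Em 500-530, Acumen) marks blocked Vif-driven A3G degradation.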
Vif-APOBEC3F blk: blocks the Vif interaction with APOBEC3F | HeLa A3F-eYFP + Vif (tagged APOBEC3F with the HIV-1 protein that degrades it), YFP fluorescence increase | Potency, µM (top dose mostly 46.1 µM), without a hit: at the highest dose activity, negative = active | 390,000 tested, 0.2% active | AID 602313; further: % of control where 0% means no effect; nearly all actives have a fitted effect of over 65% in size
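HeLa cells stably expressing Vif plus C-terminally eYFP-tagged A3F were seeded, incubated overnight at 37 deg C, dosed with compound, incubated overnight again at 37 deg C. Yellow fluorescence (Ex 488/Em 500-530) reported blocked Vif-mediated A3F-eYFP degradation.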
ALOX12 inh: ALOX12 (human) lipoxygenase inhibition; P18054; purified 12hLO, xylenol orange hydroperoxide absorbance; Potency, µM (highest dose often 108 µM), inactives show at the highest dose activity change, negative = inhibition, hits mostly inhibitors; 580,000 tested, 1.1% active; further: on the % scale 0 is the no-effect control and ±100 the full control effect
Target sequence (P18054 whole entry, looked up): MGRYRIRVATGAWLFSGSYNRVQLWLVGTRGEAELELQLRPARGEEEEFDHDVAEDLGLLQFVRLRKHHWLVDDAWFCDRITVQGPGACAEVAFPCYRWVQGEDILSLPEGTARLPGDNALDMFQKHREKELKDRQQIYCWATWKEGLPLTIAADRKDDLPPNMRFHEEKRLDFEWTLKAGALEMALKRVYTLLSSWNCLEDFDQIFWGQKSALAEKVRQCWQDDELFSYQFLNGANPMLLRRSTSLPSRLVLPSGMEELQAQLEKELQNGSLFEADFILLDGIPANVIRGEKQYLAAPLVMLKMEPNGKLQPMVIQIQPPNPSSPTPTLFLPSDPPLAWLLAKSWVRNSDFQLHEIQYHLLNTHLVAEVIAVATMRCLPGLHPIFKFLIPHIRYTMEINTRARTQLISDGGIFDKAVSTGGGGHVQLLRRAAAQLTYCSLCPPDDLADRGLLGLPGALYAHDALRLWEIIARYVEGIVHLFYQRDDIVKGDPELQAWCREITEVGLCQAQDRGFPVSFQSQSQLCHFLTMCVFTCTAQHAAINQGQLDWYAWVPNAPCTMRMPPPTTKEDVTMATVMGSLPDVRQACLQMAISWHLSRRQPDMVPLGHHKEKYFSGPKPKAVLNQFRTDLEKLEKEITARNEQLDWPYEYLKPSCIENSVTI
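Hydroperoxide product was detected by ferrous iron/xylenol orange as the 573 to 405 nm absorbance ratio. Arachidonic acid at 40 uM (final) was turned over for 30 min at room temperature by 150 nM human 12hLO, pH 7.0 Hepes buffer, after 15 min compound preincubation.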
RXFP1 agonist: RXFP1 (human) receptor agonism. Potency, µM (top dose mostly 57.5 µM), without a hit: at the highest dose activation, most hits filed as activators. HEK293T-RXFP1 cAMP TR-FRET, 30 min; response scale: percent of porcine relaxin response, buffer zero. Q9HBX9. 370,000 tested, 0.3% active; further: on the % scale 0 is the no-effect control and ±100 the full control effect; nearly all actives have a fitted effect of over 60% in size; many of its hits are not listed in these tables
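HEK293 cells stably expressing RXFP1, treated 30 min at 37C with compounds plus PDE4 inhibitor Ro 20174; cAMP measured by HTRF TR-FRET. Normalized to buffer and 29 nM porcine relaxin; EC50 by Hill fit.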
mIDH1 inhibitor: human IDH1 R132H inhibition; Potency, µM (top dose mostly 76.6 µM), without a hit: top-dose activity change, negative = inhibition, usual class: inhibitors; O75874; 390,000 tested, 0.093% active; IDH1-R132H enzyme, NADPH consumption, diaphorase/resazurin fluorescence; further: on the % scale 0 is the no-effect control and ±100 the full control effect; nearly all actives have a fitted effect of over 65% in size
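IDH1-R132H (0.5 ug/mL dispensed) in pH 7.5 Tris buffer was preincubated 30 min with compound, then given a substrate mix of 0.016 mM NADPH and 2 mM alpha-KG for 80 min at room temperature; remaining NADPH was read by diaphorase/resazurin fluorescence.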
TrxR1 substrate: rat thioredoxin reductase 1 substrate activity | AID 588456 | 390,000 tested, 0.01% active | purified TrxR1 substrate turnover, NADPH consumption readout | Potency, µM (series often up to 114 µM), without a hit: at the top dose activity change, negative = substrate turnover; further: on the % scale 0 is the no-effect control and ±100 the full control effect; nearly all actives have a fitted effect of over 50% in size
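Rat TrxR1, dispensed at 90 nM, was prereduced with 400 uM NADPH (final) for 5 min at ~22 deg C, then incubated with compound 15 min before 400 uM selenite. A first-read NADPH fluorescence drop versus no-compound background flagged substrates.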
USP1 inh: blocks the human USP1/UAF1 deubiquitinase complex. O94782. recombinant USP1/UAF1, Ub-Rhodamine cleavage fluorescence. Potency, µM (doses to about 57.1 µM), for the others: at the highest dose activity change, negative = inhibition, usual class: inhibitors. 390,000 tested, 0.23% active; further: on the % scale 0 is the no-effect control and ±100 the full control effect; nearly all actives have a fitted effect of over 60% in size; inactives centre near -12
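USP1/UAF1 complex at 1 nM was preincubated with compound for 15 min at room temperature, then Ub-Rho substrate (150nM final) was added. Fluorescence (480/540 nm) was read kinetically, 6 reads every 60 seconds.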
TrxR1 inh: inhibitors of rat thioredoxin reductase 1. O89049. recombinant rTrxR1, NADPH fluorescence consumption, selenite substrate. Potency, µM (doses to about 114 µM), for the others: at the top dose activity change, negative = inhibition, usual class: inhibitors. 390,000 tested, 1% active. AID 588453; further: on the % scale 0 is the no-effect control and ±100 the full control effect; nearly all actives have a fitted effect of over 65% in size
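Rat TrxR1 (90 nM in the dispensed reagent) was pre-reduced with 400 uM NADPH for 5 min at room temperature, then incubated with compound for 15 min. After 400 uM selenite was added, NADPH fluorescence (Ex 340/Em 450 nm) was followed for 8 min.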
RGS4 inh: inhibitors of human regulator of G protein signaling 4. Transcreener GDP fluorescence polarization, RGS4-accelerated GTP hydrolysis. Potency, µM (top dose mostly 114 µM), for inactives: top-dose activity change, negative = inhibition, usual class: inhibitors. 390,000 tested, 0.039% active; further: on the % scale 0 is the no-effect control and ±100 the full control effect; nearly all actives have a fitted effect of over 75% in size; some results filed as inactive show a strong effect at the top dose
Target sequence (P49798 whole entry, looked up): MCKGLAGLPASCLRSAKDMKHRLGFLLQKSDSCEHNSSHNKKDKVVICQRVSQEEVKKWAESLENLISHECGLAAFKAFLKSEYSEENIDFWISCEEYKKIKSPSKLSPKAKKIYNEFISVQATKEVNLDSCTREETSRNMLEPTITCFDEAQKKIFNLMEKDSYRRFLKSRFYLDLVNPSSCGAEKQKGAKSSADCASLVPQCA
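MLSMR compounds (23 nl, pin-transferred) preincubated 10 min at room temperature with a 500nM (2x) first reagent, then RGS4 at 900nM (2x) plus Transcreener GDP mix added; fluorescence polarization (620/688 nm) read before and after 90 min at 30 °C.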
Numbers without * were called inactive; ? = inconclusive; nt = no result given; [ ] = dose if it differs, or a comment. The call rests on the fitted dose curve; in most records, active means well fitted curve in the direction sought with a large enough effect; inconclusive means small, poorly fitted or top-dose-only effect, or another doubt; inactive means no such curve, though single readings can be large; an effect the other way counts as inactive or inconclusive. Potency means the concentration at half of the fitted maximal effect. A portion of the library; the hit share may differ from the screen's.

SMILES | Vif-A3G inh | Vif-APOBEC3F blk | ALOX12 inh | RXFP1 agonist | mIDH1 inhibitor | TrxR1 substrate | USP1 inh | TrxR1 inh | RGS4 inh
Cc1nnc(SCC(=O)NCC2CCCCC2)n(N)c1=O | -3.6% | nt | 53.3%[activator] | 4.7% | 0.3% | 7.4%[2.29 µM] | -5.7% | 11.6%[2.29 µM] | 21.5%
Cc1c(Cl)cccc1NC(=O)CSc1nc(=O)n(CCCN2CCOCC2)c2c1CCC2 | 0.5% | 0.7% | 1.6% | 3.1% | -2.3% | 2.6% | -4.4% | 8.7% | 1.6%
CC(NC(=O)c1cccc(NC(=O)c2nsc3ccccc23)c1)c1ccccc1 (stereo not given) | -5.6% | 3.1% | -15.3% | 1.0% | 4.3% | -3.4%[57.1 µM] | -17.7% | 7.9%[57.1 µM] | -6.9%
CCNC(=S)N1C2CCC1CC(NC(=O)Nc1ccc(C(=O)OCC)cc1)C2 (stereo not given) | -1.7% | -0.8% | -4.2% | 2.6% | -16.0% | -5.8% | -11.2% | 3.5% | -16.1%
CC[N+]1(CC)CC2=Cc3c(ccc4ccccc34)C(C)C2C1 (stereo not given) | 3.5% | -12.0% | 0.2% | 7.8% | 15.1% | 3.9%[57.1 µM] | 9.5% | 17.0%[57.1 µM] | -7.4%
Cc1ccc(N(CC(=O)N/N=C/c2cc(C)n(-c3ccccc3C)c2C)S(C)(=O)=O)cc1 | -1.9% | 2.6% | -2.4% | -1.5% | -3.7% | -19.8% | -12.4% | ? | -5.5%
CC(C)(C)c1nc(NCCO)c2nnn(Cc3ccccc3)c2n1 | -0.9% | -1.2% | 30.9% | -0.3% | 9.3% | 9.2%[2.29 µM] | -11.6% | 16.6%[57.1 µM] | -41.5%
CCN1C[C@@H]2[C@@H]3C(=O)N(Cc4ccccc4)C(=O)[C@@H]3[C@](Cc3ccccc3)(C1=O)N2C(=O)c1ccc(Cl)cc1 | -4.2% | -14.8% | 5.2% | nt | -3.4% | 3.7%[57.1 µM] | -24.7% | 10.0%[57.1 µM] | 5.3%
O=S(=O)(c1ccccc1)N1N=C(c2cccs2)CC1c1cccc(O)c1 (stereo not given) | -6.7% | -16.6% | 39.8%[activator] | -1.0% | -0.1% | -2.9% | -13.6% | 26.9% | 11.3%
COc1ccc(NC(=O)CSc2nnc3ccc(-c4cccnc4)nn23)c(OC)c1 | -1.5% | -11.9% | -7.9% | 5.3% | 2.3% | 6.8% | 2.0% | 3.4% | 4.5%
O=C(Nc1cccs1)Nc1cccnc1Cl | -2.9% | 3.8% | 12.0% | 1.3% | 4.4% | -3.0% | -10.2% | -11.3% | -40.0%
CC(C)c1nn2c(=O)cc(CSc3ccccc3NC(=O)c3ccccc3F)nc2s1 | 1.3% | 0.3% | 10.3% | -0.6% | -2.7% | -4.9% | -4.6% | 0.8% | 14.9%
COC(=O)c1ccc(Cn2nnc3c(=O)[nH]c(C4CCCN(S(=O)(=O)c5ccc(C)cc5)C4)nc32)cc1 (stereo not given) | 0.4% | -11.6% | -13.4% | 3.0% | -5.9% | -6.8% | -10.3% | 6.7% | 6.4%
CNc1ccccc1C(=O)OC(C)C(=O)Nc1ccc(Cl)cn1 (stereo not given) | -7.9% | -11.3% | -26.1% | 6.9% | 1.5% | 152.8%[activator] | -5.6% | -10.9% | -2.1%
CC(C)C[C@H](NC(=O)[C@@H]1Cc2c([nH]c3ccccc23)C2c3ccccc3C(=O)N21)C(=O)N1CCC[C@@H]1C(=O)O (stereo not given in full) | -1.8% | -3.1% | ? | 0.0% | -7.5% | -7.8% | 5.9% | -21.8% | 1.2%
CCCc1cc(CN2CCOCC2)c(O)c(CN2CCOCC2)c1O | -6.0% | 9.4% | 35.5µM* | nt | 2.9% | 2.4%[11.4 µM] | -16.2% | 1.58µM* | ?
CC(C)NS(=O)(=O)c1ccc2c3c(cccc13)CC2 | -2.3% | 5.6% | -3.4% | 0.5% | 7.5% | 31.0%[activator][57.1 µM] | -4.6% | 10.4%[57.1 µM] | -24.0%
COc1cc(OC)c(NC(=O)Cn2cnc3c(nc4n3CCCCC4)c2=O)cc1Cl | 3.8% | -2.8% | -0.9% | 2.3% | 0.4% | -6.2% | -8.7% | 5.3% | -21.1%
CN(C)CCN1C(=O)c2oc3ccccc3c(=O)c2C1c1ccc(F)cc1 (stereo not given) | 1.9% | -2.2% | 0.0% | 1.0% | 10.4% | 2.4% | 5.2% | 13.0% | 11.7%
COc1ccc(C(=O)NCc2ccc3c(c2)CCN3C(C)=O)c(OC)c1 | 7.3% | -8.6% | -23.7% | -3.0% | -7.1% | -7.9%[57.1 µM] | -12.1% | 3.9%[57.1 µM] | 27.1%
O=C1CC(N2CCC(O)(c3ccc(Cl)cc3)CC2)C(=O)N1Cc1ccc(N2CCCC2=O)cc1 (stereo not given) | 1.5% | nt | 0.0% | -0.1% | -2.0% | -3.0% | -6.8% | -9.9% | 14.8%
Cc1ccc(-c2csc(N3CCC(NS(=O)(=O)c4ccc5c(c4)OCCO5)CC3)n2)cc1 | 6.0% | -1.1% | -25.4% | -5.2% | 0.1% | 6.4% | -10.9% | 20.2% | -30.6%
CC12CC3CC(C)(C1)CC(C(=O)NCc1ccco1)(C3)C2 | -0.2% | 2.8% | -48.7% | -1.9% | 0.3% | 3.0%[57.1 µM] | 0.0% | 10.5%[57.1 µM] | ?
COc1ccc(C(=O)N2CCc3cc(OC)c(OC)cc3C2COc2ccccc2OC)cc1 (stereo not given) | -2.9% | -0.7% | -12.3% | 6.4% | 12.8% | -2.7%[57.1 µM] | -25.6% | -12.2%[57.1 µM] | 0.0%
Fc1ccccc1CN1CCCC(NC2CCC2)C1 (stereo not given) | 0.3% | -3.6% | -2.5% | 0.5% | -1.1% | 0.5% | -2.2% | 11.6% | 23.3%
COc1ccc(CN2C(=O)c3cccnc3C2=O)cc1S(=O)(=O)N1CCOc2ccc(Cl)cc21 | 1.1% | -4.7% | -11.2% | 12.4% | -15.5% | 4.8% | -16.5% | 19.3% | 3.2%[56.9 µM]
Cc1ccc(-n2cc(C(=O)c3cc(Cl)ccc3O)cc(C#N)c2=O)cc1 | -21.9% | -24.0% | ? | -1.3% | 1.7% | -13.7% | -11.0% | -23.5% | -1.5%
O=C(O)C(=O)Nc1nc(-c2ccc3c(c2)OCCO3)cs1 | -0.8% | -14.3% | 0.0% | -4.1% | -3.2% | -0.1% | -14.4% | -0.9% | -23.4%
CCN(CC)CCN(C(=O)C1=COCCO1)c1nc2cc3c(cc2s1)OCO3 | 9.7% | -3.9% | -1.4% | 2.0% | -4.4% | 1.4% | -23.0% | 10.7% | 17.4%
COc1ccc(C(=O)N2CCCC(Nc3ccc(F)c(F)c3)C2)c(OC)n1 (stereo not given) | -0.1% | 8.4% | 3.8% | 2.1% | 2.2% | 1.6% | -16.4% | 6.2% | -29.2%
CCOC(=O)c1c(C)[nH]c(C(=O)CN2C(=O)NC(C)(c3ccc(C)cc3)C2=O)c1C (stereo not given) | -1.5% | 0.3% | -19.0% | 1.3% | 7.0% | -5.2% | -26.6% | 13.0% | -12.4%
O=C(COc1ccc(F)cc1)Nc1ccccc1C(=O)OCc1cc(=O)n2nc(C3CC3)sc2n1 | 0.5% | 0.8% | -14.5% | 19.8% | 0.0% | -9.3%[57.1 µM] | ? | -7.9%[57.1 µM] | -4.1%
Cc1ccc(-n2nc3c(c2NC(=O)c2ccco2)CS(=O)(=O)C3)cc1C | -4.0% | -24.5% | 6.4% | 2.3% | 6.4% | 6.0% | -7.0% | 9.5% | 1.5%
Cc1c(Br)c([N+](=O)[O-])nn1C(C)C(=O)Nc1c(C)n(C)n(-c2ccccc2)c1=O (stereo not given) | 1.9% | 0.2% | -7.4% | 0.7% | 1.6% | 4.9% | -3.6% | 6.0% | 4.2%
CCOC(=O)C1CCCN(CCC(=O)Nc2cccc(F)c2)C1 (stereo not given) | -1.0% | -3.2% | -3.9%[57.4 µM] | 1.0% | 4.5% | 9.2%[57.1 µM] | 3.4% | 25.7%[57.1 µM] | 10.1%
Cc1cc(C(=O)Nc2ccc3c(c2)OCCO3)c2ccccc2n1 | -4.9% | -15.9% | 0.5% | 4.9% | -0.2% | -3.4%[57.1 µM] | -6.8% | -1.5%[57.1 µM] | -10.5%
CCCCCCn1c(CN2CCN(Cc3ccccc3)CC2)nc2c1c(=O)n(C)c(=O)n2C | 0.3% | -5.2% | -6.1% | 16.9% | 3.2% | 4.8% | -15.9% | 3.9% | 21.8%

Entries listed so far with a furan ring, fused or not (2):
SMILES | Vif-A3G inh | Vif-APOBEC3F blk | ALOX12 inh | RXFP1 agonist | mIDH1 inhibitor | TrxR1 substrate | USP1 inh | TrxR1 inh | RGS4 inh
CC12CC3CC(C)(C1)CC(C(=O)NCc1ccco1)(C3)C2 | -0.2% | 2.8% | -48.7% | -1.9% | 0.3% | 3.0%[57.1 µM] | 0.0% | 10.5%[57.1 µM] | ?
Cc1ccc(-n2nc3c(c2NC(=O)c2ccco2)CS(=O)(=O)C3)cc1C | -4.0% | -24.5% | 6.4% | 2.3% | 6.4% | 6.0% | -7.0% | 9.5% | 1.5%

From PubChem
